Bioassay records: PubChem BioAssay, National Center for Advancing Translational Sciences (NCATS)
Vif-A3F inh: inhibitors of Vif-A3F interaction. HeLa A3F-eYFP + Vif (tagged APOBEC3F with the HIV-1 protein that degrades it), YFP fluorescence increase. hit rate 0.2% among 390,000. AID 602313. Potency, µM (top dose mostly 46.1 µM), for inactives: top-dose activity, negative = active; further: potency means the concentration at half of the fitted maximal effect; % of control where 0% means no effect; nearly all actives have a fitted effect of over 65% in size
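HeLa cells stably expressing A3F-eYFP plus Vif, plated and incubated overnight at 37 deg C, then exposed to compounds overnight at 37 deg C. Blocked degradation read as raised yellow fluorescence (Ex 488/Em 500-530).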
Glioma ERSR ind: inducers of ER stress response in human glioma cells | U87-MG GRP78 promoter luciferase reporter, 16 h | Potency, µM, without a hit: top-dose activation, hits mostly activators | hit rate 0.02% among 420,000 | AID 602332; further: potency means the concentration at half of the fitted maximal effect; series mostly up to about 76 µM; % of control where 0% means no effect; nearly all actives have a fitted effect of over 35% in size
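Stably transfected U87-MG human glioma cells carrying a GRP78-based luminescent sensor were seeded at 1000 cells/well, pin-dosed with compounds and incubated 16 h. Luciferase reagent was then added, and end-point luminescence was read after 10 min at room temperature.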
D1 ag: activates the human D1 dopamine receptor. HEK293 T-REx D1 cells, calcium flux, agonist mode. activation, % at 2 µM. P21728. hit rate 1% among 360,000; in the data active means activation above about 30%; further: 0% is about no effect
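Inducible HEK293 T-REx D1 cells, force-coupled to calcium signalling, were plated at 4000 cells/well with tetracycline and held overnight at 30 C. After no-wash calcium dye loading, compound-evoked calcium rise over 180 s flagged agonists.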
LDHA block: LDHA (human) enzyme inhibition. hit rate 0.15% among 480,000. activity change, % (values are at about 110 or 230 µM). purified LDHA, NADH/diaphorase-resazurin fluorescence; active compounds read low. P00338; in the data active means activity change below about -30%; inconclusive means mostly about -25% to -30%;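 further: plate controls were DMSO wells for no effect and wells without enzyme for full effect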
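Human LDH5 at 2 nM final in Tris HCl pH 7.4 with 0.06 mM NADH and 0.2 mM pyruvate, reacted 5 minutes at room temperature. Remaining NADH coupled via diaphorase/resazurin; resorufin fluorescence read at 0 and 20 minutes, normalized to enzyme-free and DMSO wells.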
D1 antagonist: human D1 dopamine receptor antagonism | HEK293 TREx D1 cells, calcium flux, dopamine EC80; active compounds read low | hit rate 3.2% among 360,000 | activity change, negative = inhibition, % at 10 µM | P21728; in the data active means activity change below about -30%; further: on the % scale 0 is the no-effect control and ±100 the full control effect
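Inducible Hek293 Trex D1 cells (tetracycline, overnight, 30 C). Calcium dye 30–90 min RT. Antagonist mode: EC80 dopamine added after 180 s compound read.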
D1 PAM: enhances dopamine response at the human D1 receptor. HEK293 TREx D1 cells, calcium flux, dopamine EC20 potentiation. hit rate 0.036% among 360,000. AID 504651. potentiation, % at 10 µM. P21728; in the data active means potentiation above about 30%; further: 0% is about no effect
RXFP1 ag: RXFP1 (human) receptor agonism. AID 2676. HEK293T-RXFP1 cAMP TR-FRET, 30 min; response scale: percent of porcine relaxin response, buffer zero. Q9HBX9. Potency, µM (top dose mostly 57.5 µM), for inactives: at the top dose activation, usual class: activators. hit rate 0.3% among 370,000; further: potency means the concentration at half of the fitted maximal effect; on the % scale 0 is the no-effect control and ±100 the full control effect; nearly all actives have a fitted effect of over 60% in size; many of its hits are not listed in these tables
Target sequence (Q9HBX9 whole entry, looked up): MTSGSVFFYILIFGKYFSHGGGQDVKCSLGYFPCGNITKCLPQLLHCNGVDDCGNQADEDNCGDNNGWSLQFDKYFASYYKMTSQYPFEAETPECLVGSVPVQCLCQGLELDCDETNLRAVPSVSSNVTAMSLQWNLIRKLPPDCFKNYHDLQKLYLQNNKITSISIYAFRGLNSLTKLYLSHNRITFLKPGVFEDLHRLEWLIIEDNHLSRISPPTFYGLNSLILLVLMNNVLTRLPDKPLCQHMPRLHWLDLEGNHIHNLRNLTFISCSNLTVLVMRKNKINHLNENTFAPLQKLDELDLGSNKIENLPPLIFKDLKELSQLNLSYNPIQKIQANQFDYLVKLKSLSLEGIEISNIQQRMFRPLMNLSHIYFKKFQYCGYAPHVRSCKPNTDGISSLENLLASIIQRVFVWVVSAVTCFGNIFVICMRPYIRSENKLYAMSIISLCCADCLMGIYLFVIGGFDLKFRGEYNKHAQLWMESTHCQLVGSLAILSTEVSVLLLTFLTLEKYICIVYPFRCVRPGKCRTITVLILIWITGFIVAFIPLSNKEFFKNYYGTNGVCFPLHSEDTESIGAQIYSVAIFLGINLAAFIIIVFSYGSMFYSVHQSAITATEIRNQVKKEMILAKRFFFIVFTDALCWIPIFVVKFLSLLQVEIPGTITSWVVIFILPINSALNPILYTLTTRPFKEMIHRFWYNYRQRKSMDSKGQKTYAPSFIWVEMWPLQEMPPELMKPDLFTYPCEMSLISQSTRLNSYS
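Agonist response is measured as cAMP accumulation in an RXFP1-transfected HEK293T line under PDE4 inhibition. Values are scaled between buffer-only and 29 nM porcine relaxin, and EC50s come from standard Hill equation fits.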
Vif-APOBEC3G blk: Vif-A3G binding inhibition; HeLa A3G-eYFP + Vif (tagged APOBEC3G with the HIV-1 protein that degrades it), YFP fluorescence, overnight; Q9HC16; Potency, µM (series often up to 46.1 µM), inactives show at the top dose activity, negative = active, most hits filed as inhibitors; AID 602310; hit rate 0.076% among 410,000;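 further: potency means the concentration at half of the fitted maximal effect; on the % scale 0 is the no-effect control and ±100 the full control effect; nearly all actives have a fitted effect of over 60% in size; hits raise eYFP signal because A3G escapes Vif-driven loss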
Target sequence (Q9HC16 whole entry, looked up): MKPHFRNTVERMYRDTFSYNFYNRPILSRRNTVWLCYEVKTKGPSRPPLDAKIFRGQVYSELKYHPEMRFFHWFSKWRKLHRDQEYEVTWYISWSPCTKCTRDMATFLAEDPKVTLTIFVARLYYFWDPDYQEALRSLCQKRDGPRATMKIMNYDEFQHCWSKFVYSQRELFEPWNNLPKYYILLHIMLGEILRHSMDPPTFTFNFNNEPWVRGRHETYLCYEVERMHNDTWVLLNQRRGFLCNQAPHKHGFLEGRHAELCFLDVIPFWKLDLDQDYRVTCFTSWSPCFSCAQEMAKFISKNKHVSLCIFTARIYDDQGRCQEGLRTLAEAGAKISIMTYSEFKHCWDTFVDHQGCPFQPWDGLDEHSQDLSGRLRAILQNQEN
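HeLa cells stably expressing Vif and C-terminally eYFP-tagged A3G, seeded overnight at 37 deg C, then exposed to compound by pintool overnight at 37 deg C. Rise in yellow fluorescence (Ex 488/Em 500-530, Acumen) marks blocked Vif-driven A3G degradation.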
D2 PAM: positive allosteric modulators of human D2 dopamine receptor; hit rate 0.34% among 340,000; P14416; AID 485347; potentiation, % at 10 µM; HEK293 T-REx D2, calcium flux, EC20 dopamine potentiation;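 active means potentiation over 3 SD above the plate norm, cut at about 30% in these data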; further: 0% is about no effect
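Potentiation of an EC20 dopamine calcium response is measured in a force-coupled, tetracycline-inducible Hek293 Trex D2 line. Compound-only kinetic reads over 180 s flag agonists before dopamine addition.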
* = called active by the depositor; u = inconclusive; x = not tested or not shown; & = joins results of further samples. Unless noted, the call rests on the fitted dose curve; in most records, active means well fitted curve in the direction sought with a large enough effect; inconclusive means small, poorly fitted or top-dose-only effect, or another doubt; inactive means no such curve, though single readings can be large; an effect the other way counts as inactive or inconclusive. Not all compounds are listed. The share of hits here may be higher or lower than overall.

SMILES | Vif-A3F inh | Glioma ERSR ind | D1 ag | LDHA block | D1 antagonist | D1 PAM | RXFP1 ag | Vif-APOBEC3G blk | D2 PAM
CSc1ccc(S(=O)(=O)NCC(=O)OCC(=O)N(C)CC(=O)Nc2ccccc2Cl)cc1[N+](=O)[O-] | 6% | -3% | 0 | -2 | -8 | -5 | 1.5% | 1% | 2
Cc1nn2c(=S)[nH]nc2[nH]c1=O | 8% | -3% | 3 | 7 | 3 | 11 | 4.0% | 1% | -1
COc1ccc(C(C(=O)NC2CCCCC2)N2CCC3(CC2)OCCO3)cc1 (stereo not given) | -3% | 10% | 3 | -6 | 0 | 0 | 0.8% | -1% | 3
Cc1ccc(C(=O)CSc2nnc(-c3ccccc3)o2)cc1 | -3% | -2% | 6 | -13 | -3 | -4 | -0.2% | -2% | -1
CCOC(=O)c1ccc(Nc2ncnc3c2cnn3-c2cccc(Cl)c2)cc1 | 5% | 0% | -2 | -4 | 8 | -2 | u | 0% | 6
CCOc1ccc(C2Nc3c(C)cccc3-c3cc(C)nn32)cc1 (stereo not given) | 3% | -3% | 4 | -7 | 3 | -4 | 0.0% | 0% | 5
Clc1cccc(CN2CCN(c3nc4nonc4nc3NC3CC3)CC2)c1 | 5% | -1% | 2 | 0 | -10 | -2 | -0.4% | -2% | 8
Cc1ccc(NC(=O)CSc2n[nH]c(C)c2[N+](=O)[O-])cc1C | -6% | -2% | 14 | -3 | -15 | -4 | 0.7% | -1% | -8
CCOc1ncccc1C(=O)Nc1ccc(S(=O)(=O)Nc2nc(C)cc(C)n2)cc1 | 1% | -2% | 2 | -2 | 5 | 0 | -1.4% | 0% | -1
Cc1ccccc1OCC(=O)NCCCNC(=O)c1cccnc1 | -5% | -2% | 1 | 0 | 0 | -3 | -0.1% | -5% | 0
CCOc1ccc(CCNC(=O)c2cccc(S(=O)(=O)N3CCCC3)c2)cc1OCC | 1% | -4% | 1 | -2 | 8 | -2 | 1.5% | 1% | x
CC(=O)Nc1ccc(S(=O)(=O)Nc2nc3ccccc3nc2Nc2cccc(S(N)(=O)=O)c2)cc1 | 4% | -5% | 2 | -4 | 6 | -1 | 1.6% | 0% | 1
NNC(=O)c1cc(C2CC2)nc2ccc(Br)cc12 | u | -6% | 1 | -7 | 19 | 1 | 1.7% | -10% | -2
CCNC(=S)NCc1ccc(OC)c(OC)c1 | 5% | -3% | 1 | -7 | -6 | -1 | 2.7% | 1% | 6
Cc1nn(CC(=O)NCc2ccccc2Cl)c(=O)c2cccn12 | 3% | 1% | 2 | -4 | -7 | 0 | 24% | 4% | 0
CC(=O)c1ccc(N2CCN(C(=O)/C=C/c3ccc(S(=O)(=O)N4CCOCC4)cc3)CC2)cc1 | -14% | 1% | 1 | 3 | 1 | 0 | 0.8% | 2% | -8
CC(=O)Nc1ccc(S(=O)(=O)N2CCc3cc4c(cc3C2C)OCCCO4)cc1 (stereo not given) | -13% | 0% | 2 | -2 | -19 | -3 | -0.7% | 0% | 16
COc1ccc(Cl)cc1C(=O)NNC(=S)NC1CCCCC1 | -9% | -9% | 0 | -17 | -24 | -11 | 2.4% | 5% | -13
Cc1cccc(NC(=O)NCc2ccc3c(c2)OCO3)c1C | -19% | -4% | -1 | -5 | 5 | 13 | -0.3% | -5% | 22
Cc1ccc(NC(=O)C2CCCC2)cc1Cl | -8% | 5% | x | -1 | x | x | x | -3% | x
O=C1N=c2ccccc2=C1c1sc(NS(=O)(=O)Cc2ccccc2)nc1O | 2% | -3% | 0 | -4 | -2 | 0 | 0.0% | 0% | -18
CN(C)CC(=O)Nc1ccc2c(c1)[C@H]1C[C@H](CC(=O)NCc3ccc4c(c3)OCO4)O[C@H](CO)[C@H]1O2 | -1% | -2% | x | -1 | x | x | x | 2% | x
O=C(Nc1ccccc1C(=O)N1CCOCC1)C1CC(=O)N(c2ccc(F)cc2)C1 (stereo not given) | 6% | -8% | 1 | 2 | -19 | -5 | 0.0% | 4% | -1
CC(C)[C@@H]1NC(=O)c2cc([N+](=O)[O-])cc(I)c2OCC[C@@H](C(N)=O)NC(=O)[C@H](CCC(=O)O)NC1=O | 10% | -5% | -1 | -10 | -10 | -3 | 2.2% | -3% | -1
CN(NC(=O)C1CC(=O)N(c2ccccc2)C1)C1=NS(=O)(=O)c2ccccc21 (stereo not given) | -24% | -2% | 1 | -2 | 15 | 7 | 4.0% | 0% | 6
COc1ccc(S(=O)(=O)N(CC(=O)N2CCN(c3ccccc3OC)CC2)c2ccccc2)cc1 | -2% | -8% | 5 | 4 | -2 | -3 | -1.3% | 3% | -2
CN1CCN(CCC2Oc3cc([N+](=O)[O-])ccc3NC2=O)CC1 (stereo not given) | 2% | -2% | 2 | -8 | -13 | -4 | 0.7% | 5% | 11
COc1cccc(C2(O)CCN(C(=O)C3CCC3)CC2)c1 | 1% | -2% | 4 | 3 | -6 | 0 | 3.7% | 2% | -5
CC(=O)Nc1cc(-c2nn3c(C)nnc3s2)ccc1C | -8% | -3% | 7 | -4 | -8 | -3 | 5.8% | 2% | -14
O=C(O)c1ccc(NCc2cccnc2)cc1 | -7% | -2% | 4 | -4 | 4 | 2 | 1.8% | 4% | -7

Pulled one by one from the list above:
SMILES | Vif-A3F inh | Glioma ERSR ind | D1 ag | LDHA block | D1 antagonist | D1 PAM | RXFP1 ag | Vif-APOBEC3G blk | D2 PAM
CC(=O)Nc1ccc(S(=O)(=O)N2CCc3cc4c(cc3C2C)OCCCO4)cc1 (stereo not given) | -13% | 0% | 2 | -2 | -19 | -3 | -0.7% | 0% | 16
CC(=O)Nc1cc(-c2nn3c(C)nnc3s2)ccc1C | -8% | -3% | 7 | -4 | -8 | -3 | 5.8% | 2% | -14
O=C(Nc1ccccc1C(=O)N1CCOCC1)C1CC(=O)N(c2ccc(F)cc2)C1 (stereo not given) | 6% | -8% | 1 | 2 | -19 | -5 | 0.0% | 4% | -1
CN(C)CC(=O)Nc1ccc2c(c1)[C@H]1C[C@H](CC(=O)NCc3ccc4c(c3)OCO4)O[C@H](CO)[C@H]1O2 | -1% | -2% | x | -1 | x | x | x | 2% | x

(cont.)
SMILES | Vif-A3F inh | Glioma ERSR ind | D1 ag | LDHA block | D1 antagonist | D1 PAM | RXFP1 ag | Vif-APOBEC3G blk | D2 PAM
CC(C)(C)C1CCc2c(sc(N)c2C(N)=O)C1 (stereo not given) | 1% | 0% | 12 | 13 | -11 | -9 | 1.2% | 2% | -3
COc1ccc(C2C(C#N)=C(N)Oc3c2c(C)nn3-c2ccccc2)cc1Cn1nc(C)c([N+](=O)[O-])c1C (stereo not given) | 0% | -6% | 11 | 1 | -9 | 1 | 0.5% | 1% | 2
CC(C)Cc1nnc(NC(=O)c2cc(-c3ccccc3)nc3ccccc23)s1 | 6% | -1% | 6 | 0&-21 | 24 | -1 | 0.6% | -2% | 30*
CCOc1ccc2[nH]c3c(N4CCN(C(=O)c5ccco5)CC4)ncnc3c2c1 | 10% | -1% | 2 | 6 | -6 | -1 | 21% | -11% | 3
CN1CCC(NC(=S)Nc2cccc([N+](=O)[O-])c2)CC1 | 4% | -2% | 2 | 3 | -5 | -6 | 2.3% | 2% | 4
COc1ccc(NC(=O)Nc2cccnc2)c(OC)c1 | -1% | 1% | -1 | 3 | x | -2 | -1.9% | -2% | 5
CC(C)N(C(=O)Cn1c(SCC(=O)NC2CC2)nc2ccccc21)C(C)C | 3% | -2% | 0 | 0 | 16 | -6 | 0.4% | 1% | 1
O=C1c2ccccc2[C@@H]2C[C@H]3O[C@H]3CCN12 | -2% | 1% | x | -9 | x | x | x | 3% | x
CN(Cc1ccon1)C(=O)C1CCC(=O)N(Cc2ccc(Cl)cc2)C1 (stereo not given) | 3% | 1% | 5 | 1 | -14 | -6 | 2.9% | 0% | 7
C/C(CC(=O)Nc1ccc([N+](=O)[O-])cc1)=N/NC(=O)C1C2CCCCC21 (stereo not given) | 1% | 2% | 1 | -8 | -3 | 0 | -2.0% | -1% | 0
COc1ccc(CNc2nc3nc(C)c(Cl)c(C)n3n2)cc1OC | -4% | -5% | x | 1 | x | x | x | -3% | x
CC(C)Nc1ncnc2[nH]ncc12 | 0% | -5% | x | -7 | x | x | x | 0% | x
CC(C)CN(CCNC(=O)CCN1N=C(c2ccccc2)CCC1=O)CC(C)C | 1% | -2% | 0 | -9 | -3 | -2 | -0.7% | 7% | 2
CCc1ccc(Nc2nnc(SCC(=O)NC(=O)c3cccn3C)s2)cc1 | -7% | 3% | 0 | -4 | 0 | -1 | 0.6% | -17% | 6
Cc1ccccc1NC(=O)CCC(=O)N1CC(C)Sc2ccccc21 (stereo not given) | -2% | -3% | 3 | 1 | -6 | 2 | 3.8% | -13% | -4
COc1ccccc1NC(=O)c1nn(-c2ccc(Cl)cc2)ccc1=O | 5% | 8% | 1 | -13&-2 | 4 | 0 | 0.8% | 0% | 1
COc1ccc2oc(C(=O)OCC(=O)NC(C)(C#N)C3CC3)c(C)c2c1 (stereo not given) | 5% | 0% | 3 | -6 | 5 | -8 | 2.7% | 1% | 10
CN=C(Nc1cc(C)nn1-c1ccccc1)c1ccc(F)cc1 | -5% | -4% | -1 | -7 | -11 | -1 | 0.6% | 0% | x
CCCCN(C(=O)COC(=O)c1ccccc1)c1c(N)n(CCC)c(=O)[nH]c1=O | 5% | -3% | x | -9 | x | x | x | -3% | x
CCC(CO)NCC#Cc1ccccc1 (stereo not given) | 9% | 7% | 6 | 1 | -4 | 6 | 0.3% | 2% | x
Cc1cc(C)cc(OCCn2c(C3CC(=O)N(c4ccccc4Cl)C3)nc3ccccc32)c1 (stereo not given) | -2% | -1% | 7 | -2 | 12 | -1 | -1.2% | -1% | 7
CC(NC(=O)c1cccs1)C(c1cccs1)N1CCN(Cc2ccccc2)CC1 (stereo not given) | 0% | -1% | -2 | -1 | 0 | 0 | -1.0% | 0% | 1
O=C(c1ccc(F)cc1)c1cn[nH]c1-c1ccccc1O | -2% | -3% | 7 | 0 | -1 | 1 | 0.0% | 0% | 3
COc1ccc([C@@H](OC)[C@@]2(Cc3ccc(O)cc3)N=C(N)N(C)C2=O)cc1 | 6% | 0% | 0 | 0 | x | 6 | -1.6% | -2% | -21
